Screening results as filed in PubChem.
RMI FANCM FP – RMI-FANCM interaction inhibition. Fluorescence polarization, RMI core complex with F-MM2 peptide; active compounds read low. FP signal (polarization) at 33 µM. 70,000 tested, 0.58% active. AID 1159607; in the data active means FP signal below about 40; further: inactives centre near 61; strong numbers were not always called active; unit not given here
Active calls of the source: *. The list is partial (hit frequency here may not be typical).

SMILES	RMI FANCM FP
CC1(C)COc2ccc(NC(=O)Cc3ccc(Cl)cc3)cc2NC1=O	70
CC12CCC(C(=O)Oc3ccc4ccccc4c3)(CC1=O)C2(C)C (stereo unspecified)	57
CCCc1c(C(=O)Nc2ccc(F)cc2)cnn1-c1ccccc1	61
Cc1ccc(Cl)cc1S(=O)(=O)NCCc1ccc2c(c1)CCCN2C	69
COc1ccc(-c2nc(SC(CC(=O)NCc3ccco3)c3ccc(C)cc3)n[nH]2)cc1 (stereo unspecified)	55
COC(=O)c1ccc(NC(=O)CCCn2nc(-c3cccs3)ccc2=O)cc1	72
Cc1ccc(-c2csc3nnc(SCC(=O)NCCc4ccccc4)n23)cc1	66
COc1cccc(CSc2nc(CC(=O)Nc3ccc(OC)c(Cl)c3)cc(=O)[nH]2)c1	57
COc1ccc(-c2noc(CSc3nc4ccsc4c(=O)n3C3CC3)n2)c(OC)c1	68
O=C(NCc1ccccc1)c1cn(-c2cccc(Cl)c2)nn1	75
OCc1cccc2cccc(I)c12	51
CS(=O)(=O)N(Cc1ccccc1)Cc1ccccc1N1CCC(C(=O)O)CC1	61
CCOC(=O)c1c(NC(=O)CSc2nnc(-c3ccccc3)o2)sc2c1CCC2	76
CCNc1nc(NCC)n2c(SCC(=O)Nc3ccc([N+](=O)[O-])cc3)nnc2n1	56
CCOC(=O)N1CCN(S(=O)(=O)c2coc(C)c2C(=O)OC)CC1	54
Cc1c(C(=O)Nc2nnc(SCc3ccc(Br)cc3)s2)cccc1[N+](=O)[O-]	59
CN1C(=O)/C(=C/C2=Cc3ccccc3OC2)SC1=S	61
COc1ccc(/C=C2\SC(=S)N(C3CC(=O)N(c4cccc(C(F)(F)F)c4)C3=O)C2=O)cc1 (stereo unspecified)	52
CCOc1ccc(-c2cccc(NC(=O)Cc3ccc(F)cc3)c2)nn1	57
Cc1nc2ccc(NS(=O)(=O)Cc3ccccc3)cc2c(=O)n1-c1ccc(Cl)cc1	60
COC(=O)c1c(OC)ccc(NC(=O)NC(=O)c2c(OC)c(Cl)cc([N+](=O)[O-])c2OC)c1OC	53
CC(C)(C)S(=O)(=O)Cc1nc(-c2ccc3c(c2)OCCCO3)cs1	50
COC(=O)Nc1ccc(S(=O)(=O)C(F)(F)F)cc1	54
Cc1cccc(NC(=O)C(=O)Nc2nc3ccccc3s2)c1	51
O=C(/C=C/c1ccco1)OCC(=O)c1ccccc1	67
O=C(NC1CCN(Cc2ccccc2)CC1)c1ccc(Oc2cc(Cl)cc(Cl)c2)o1	89
CCOc1ccc(NS(=O)(=O)N(C)C)cc1	60
O=C(Nc1ccccc1)Nc1nc(=S)ss1	49
Nc1cc(Cl)ccn1	55
CC1(C)COc2cc(NC(=O)c3ccccc3C(F)(F)F)ccc2NC1=O	69
CC(=O)Nc1ccc2nc(NC(=O)c3ccc(C(C)=O)cc3)sc2c1	67
Cc1cccc(OCC(=O)NCc2ccsc2)c1	68
Cn1ncc2c(Sc3ccc(Cl)cc3)ncnc21	50
FC(F)(F)c1ccc(OCc2ccccc2)cc1	57
CN(C)c1cc(-c2cc(OCC(F)(F)F)ccc2OCC(F)(F)F)oc(=O)c1Cl	48
CCCN1C(=O)C(C)(C)COc2ccc(NS(=O)(=O)c3ccc(OC)c(F)c3)cc21	64
CN1CCN(C(CNC(=O)C(=O)Nc2ccc3c(c2)OCO3)c2cccn2C)CC1 (stereo unspecified)	66
COCc1c(C(C)C)nc(C(C)C)c(/C=C/[C@@H](O)C[C@@H](O)CC(=O)O)c1-c1ccc(F)cc1	56
O=C(CSc1ccc2nnc(-c3ccc(Cl)cc3)n2n1)NCCc1ccccc1	65
O=C(Nc1nccs1)c1cn(-c2ccccc2)nc1-c1ccc(Cl)s1	59
Cc1ncc(CSc2nc(C(C)(C)C)cs2)c(CO)c1O	53
CCCCOc1cccc(C(=O)N=c2sc3ccc(C)c(C)c3n2C)c1	69
Cc1ccc(S(=O)(=O)N2CCc3ccc(NC(=O)Cc4cccs4)cc3C2)cc1	119
NC(=O)COc1ccc2c(-c3cc4cc(Cl)ccc4oc3=O)cc(=O)oc2c1	86
O=C(NC1CCS(=O)(=O)C1)c1ccc2c(c1)OCO2 (stereo unspecified)	55
Cc1ccc(S(=O)(=O)NCCc2sc(-c3ccc(F)cc3)nc2C)c(C)c1	62
CC(=O)c1ccc(N=Nc2c(O)c(C(=O)Nc3ccccc3)cc3ccccc23)cc1	49
Cn1ccc(C(=O)N(Cc2ccccn2)c2nc3ccccc3s2)n1	69
Cc1ccc(S(=O)(=O)Nc2nc(CCC(=O)NCCc3ccccc3)cs2)cc1	64
O=C(Cn1nc(-c2ccco2)c2sc(N3CCCC3)nc2c1=O)Nc1ccc2c(c1)OCCCO2	80
O=C(NCCCN1CCCCC1)c1cc(=O)[nH]c2ccc(S(=O)(=O)N3CCCC3)cc12	54
CC(=O)N[C@@H](Cc1c[nH]c2ccccc12)C(=O)O	66
O=C(Nc1nnc(-c2cc3ccccc3o2)o1)c1ccccc1	66
COc1ccc2cc(CCNC(=O)c3c(F)cccc3Cl)c(=O)[nH]c2c1	63
CC(=O)c1cccc(NC(=O)c2cc(-c3ccco3)nc3c2c(C)nn3C2CCS(=O)(=O)C2)c1 (stereo unspecified)	83
Cc1ccc(N2CC(NC(=O)c3ccc(C)c([N+](=O)[O-])c3)CC2=O)cc1C (stereo unspecified)	51
CCc1ccccc1NC(=O)NCCn1nc(-c2cc(OC)ccc2OC)ccc1=O	69
O=C(Nc1cccc(N2CCCCC2=O)c1)C(=O)NC1CC1	54
Cc1c(CN2CCc3ccccc3C2)sc2ccccc12	63
CCOCC(=O)Nc1cc(C)nn1-c1nc(-c2ccc(OCC)cc2)cs1	87

The listing continues:
SMILES	RMI FANCM FP
Cc1ncoc1C(=O)Nc1ncc([N+](=O)[O-])s1	76
N#Cc1ccccc1NC(=O)C(=O)NCCc1csc(-c2cccc(F)c2)n1	80
CC(=O)N(C)c1ccc(OCC(O)Cn2cc(/C=N\NC(N)=O)c3ccccc32)cc1 (stereo unspecified)	58
CCCN1C(=O)C(C)(C)COc2ccc(NS(=O)(=O)c3ccc(OC)cc3C)cc21	69
Clc1ccc(-n2nnnc2-c2ccno2)cc1	55
CC1(C)C=Cc2cc(/C(N)=N\O)ccc2O1	53
O=C(CSc1nnc(-c2ccccc2)o1)Nc1ccccc1C(F)(F)F	75
CCN(CC)S(=O)(=O)c1ccc(C(=O)Nc2nnc(-c3ccc4c(c3)OCO4)o2)cc1	66
Cc1nn(C(=O)N(C)C)c(C)c1CN1C(=O)c2ccccc2C1=O	63
Cc1nnsc1C(=O)NNS(C)(=O)=O	57
O=c1c2ncccc2n(Cc2cccc3ccccc23)c(=O)n1Cc1cccnc1	64
COC(=O)Cn1c(=NC(=O)C2COc3ccccc3O2)sc2cc3c(cc21)OCCO3 (stereo unspecified)	57
N#Cc1ccc(OCC(F)(F)F)nc1	56
CCOC(=O)C1=C(C)N=c2s/c(=C/C=C/c3ccc([N+](=O)[O-])cc3)c(=O)n2C1c1cccs1 (stereo unspecified)	72
CCn1nc(C(=O)Nc2nnc(-c3ccc(F)cc3)o2)cc1C	63
COc1ccc(OC)c(S(=O)(=O)NCCOc2ccccc2)c1	61
OC[C@H]1NC[C@@H](O)[C@@H]1O	59
CCCSc1ccc([N+](=O)[O-])c(N=C(NC(=O)OC)SC)c1	55
COc1ccc(N2CCN(C(=O)N3CCCCCC3)CC2)cc1	64
CCOC(=O)c1scc(-c2ccc(C)cc2)c1S(=O)(=O)N1CCN(c2ccccn2)CC1	66
O=C(O)c1ccnc2ncccc12	57
C=CCn1c(SCC(=O)Nc2c(Cl)cccc2Cl)nc2scc(-c3ccc(C)o3)c2c1=O	110
O=C(CCc1csc(NC(=O)c2ccc(=O)[nH]c2)n1)NCc1ccccc1Cl	63
CCC(Sc1nc2ccccc2s1)C(=O)Nc1nnc(-c2cc(OC)ccc2OC)s1 (stereo unspecified)	63
COC(=O)/C(C)=C\CC12OC(C)(C)C3CC(C=C4C(=O)c5c(O)c6c(c(CCC(C)(C)Cl)c5OC431)OC1(C)CCC(=C(C)C)C6C1)C2=O (stereo unspecified)	62
COc1ccc(C(=O)Nc2nc3c(s2)CCC3C(=O)NCc2ccco2)cc1 (stereo unspecified)	54
CC(C)N(Cc1ccccc1)S(=O)(=O)c1ccc(C(=O)Nc2ccc3c(c2)OCCO3)cc1	61
O=C(Nc1cccc(-c2nc3cccnc3s2)c1)c1cc2ccccc2oc1=O	63
O=C(c1cccs1)N1CCN(c2ccc(-c3ccc(Cl)cc3)nn2)CC1	71
COc1cc(OC)cc(C(=O)Nc2cc(C)nn2-c2nc3c(F)cccc3s2)c1	64
Cc1ccc(C(=O)NCc2nnc(SCC(=O)Nc3ccccc3C(F)(F)F)n2-c2ccc(Cl)c(Cl)c2)cc1[N+](=O)[O-]	57
CCn1ccc(C(=O)Nc2ccccc2OC)n1	65
C#CC(/C=C/C)OC(=O)c1ccccc1C(=O)O (stereo unspecified)	59
CSc1ccc2nc(N(Cc3ccccc3)C(=O)c3ccc(S(=O)(=O)C(C)C)cc3)sc2c1	60
OC(CN1CCN(CC(O)Cn2c3ccccc3c3ccccc32)CC1)Cn1c2ccccc2c2ccccc21 (stereo unspecified)	65
Cc1ccc(N2CC(NS(=O)(=O)c3cccs3)CC2=O)cc1C (stereo unspecified)	54
COc1ccc(Cl)cc1NC(=O)Cn1cnc2c(nnn2C)c1=O	71
CSCC[C@H](NC(C)=O)C(=O)O	55
Cn1c(=O)c2nc(-c3nnc4n3CCCCC4)c(N)nc2n(C)c1=O	59
COC(=O)c1[nH]c(C)c(C(O)=CC(=O)C(=O)NCCN2CCOCC2)c1C	58
O=C(CCCS(=O)(=O)c1ccc(F)cc1)Nc1ncnc2c1CCC2	57
O=C(Nc1cccc(Cl)c1)OC1CCCCc2cccnc21 (stereo unspecified)	59
CC1(C)CC(=O)c2c(nc3sc(C(=O)Nc4nsc(-c5ccccc5)n4)c(N)c3c2-c2ccccc2)C1	105
COc1cc(C(=O)Nc2ccc3c(c2)N(C(=O)c2ccco2)CC3)cc(OC)c1OC	66
O=C(COc1ccc(Cl)cc1Cl)Nc1ccc2c(c1)N(C(=O)c1cccs1)CC2	59
COc1ccc(CCNC(=O)CSc2nc(-c3ccccc3C)ns2)cc1OC	59
COc1ccc(S(=O)(=O)N2CCCc3cc(N)ccc32)cc1	71
O=S(=O)(NCc1cc(F)cc2c1OCOC2)c1ccc(N2CCOCC2)nc1	64
COc1cc(NC(=O)c2cc(=O)c(OC)cn2C)cc(OC)c1OC	62
CC1CN(CC(=O)Nc2ncc(Cc3ccc(F)cc3)s2)CC(C)O1 (stereo unspecified)	60
O=C(C=C(O)c1ccccc1)C(=O)Nc1ccccn1	56
O=[N+]([O-])c1cc(C(F)(F)F)ccc1OCCO	54
CC1CCN(C(=O)Cn2c(-c3ccccn3)nc3ccccc32)CC1	59
CCn1c(SCC(=O)N2CCCCC2)nnc1-c1cccn(C)c1=O	61
CCOC(=O)CNC(=O)CSc1nc2c(cnn2-c2cccc(Cl)c2)c(=O)[nH]1	67
COCCCNC(=S)Nc1cccc(SC)c1	56
CCOc1ccc(NC(=O)CSc2ccc(NC(=O)c3ccccc3)nn2)cc1	131
COCCCn1c(SCC(=O)Nc2ccc(C(C)C)cc2)nnc1-c1csc(C)n1	52
O=C(Nc1ccc(F)cc1)c1ccc2noc(-c3ccccc3)c2c1	82
CN(C)c1ccc(C(=O)NNS(=O)(=O)c2cccc(C(F)(F)F)c2)cc1	54

Carrying on:
SMILES	RMI FANCM FP
COc1ccc2ccc(=O)oc2c1CC=C(C)C	53
CC(c1ccco1)N(C(=O)c1sc2ccccc2c1Cl)c1ccccn1 (stereo unspecified)	56
COC(=O)CC(C(=O)OC)N1CCN(C)CC1 (stereo unspecified)	59
O=C(CCCN1CCC(O)(c2ccc(Br)cc2)CC1)c1ccc(F)cc1	62
O=C(NCc1nnnn1-c1ccc(F)c(F)c1)C(=O)c1c[nH]c2ccccc12	57
Cc1cc(-c2nnc(NC(=O)c3ccc4c(c3)CCCC4)o2)nn1C	70
COCc1cc(=O)n2[nH]c(Nc3cc(Cl)ccc3C)nc2n1	53
CCOC(=O)c1cnc2cc(-c3ccc(C(C)(C)C)cc3)[nH]n2c1=O	59
Cc1cccc(-n2c(Cc3cccn3C)nnc2SCC(=O)N2CCN(c3ccccc3)CC2)c1C	60
FC(F)(F)c1cnc(N2CCCN(C(=S)Nc3ccc(Cl)c(Cl)c3)CC2)c(Cl)c1	57
